Compound activity as filed in PubChem.
SR-BI uptake up – enhances SR-BI lipid uptake from DiI-HDL; CHO ldlA[mSR-BI] cells, DiI-HDL uptake fluorescence, 3 h; 100 = double the neutral-control signal; AID 504775; 0.096% of 320,000 active; activation, % at 12.5 µM;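 active = mean replicate activation of at least 60% and every replicate at or above 60%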;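 also: 0% = median plate neutral-control signal and 100% = twice that signal; values of inactives mirror those of a sister screen read the other way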
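System: LDL receptor-deficient CHO ldlA cells overexpressing murine SR-BI | Timing: 3 h uptake period with compound, 37 °C | Medium: HEPES-buffered (25 mM, pH 7.4) F12 plus 0.5% BSA | Dosing: Single-point compound dose | Signal: Bottom-read fluorescence, 550/595 nm | Read-out: Retained DiI signal reflecting DiI-HDL uptake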
CDK5 inh – inhibitors of human CDK5/p35 kinase. Q00535+Q15078. Recombinant CDK5/p35, ADP-Glo luminescence, 60 min. inhibition, % at 10 µM. 0.01% of 330,000 active. AID 488839;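 active = highest replicate inhibition of at least 50% and at least 75% of replicates reaching 50%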;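 also: plate controls were DMSO neutral control for no effect and GW8510 at 10 µM for full effect; many of its hits are not listed in these tables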
SR-BI HDL uptake – mouse SR-BI HDL lipid transfer inhibition | AID 488896 | inhibition, % at 12.5 µM | ldlA[mSR-BI] CHO cells, DiI-HDL uptake fluorescence, 3 h | Q61009 | 0.96% of 320,000 active;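 active = mean replicate inhibition of at least 70% and a set share of replicates each scoring 70 or more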;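 also: 0% = median of neutral control wells and 100% = median of positive control wells; values of inactives mirror those of a sister screen read the other way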
Target sequence (Q61009 whole entry, looked up): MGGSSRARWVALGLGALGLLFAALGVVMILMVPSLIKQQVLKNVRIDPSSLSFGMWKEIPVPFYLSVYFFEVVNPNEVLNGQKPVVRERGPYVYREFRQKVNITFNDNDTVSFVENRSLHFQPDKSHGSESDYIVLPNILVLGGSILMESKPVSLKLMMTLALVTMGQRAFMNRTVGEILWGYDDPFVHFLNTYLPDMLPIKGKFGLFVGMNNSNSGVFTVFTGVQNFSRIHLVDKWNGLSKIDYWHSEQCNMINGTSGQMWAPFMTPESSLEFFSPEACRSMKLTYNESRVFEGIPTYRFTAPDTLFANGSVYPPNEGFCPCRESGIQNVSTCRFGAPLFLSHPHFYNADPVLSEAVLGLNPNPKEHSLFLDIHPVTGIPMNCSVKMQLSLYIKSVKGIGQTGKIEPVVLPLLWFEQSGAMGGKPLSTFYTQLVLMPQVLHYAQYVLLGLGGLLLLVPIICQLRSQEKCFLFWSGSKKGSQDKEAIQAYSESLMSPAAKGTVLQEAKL
dFosB act – mouse delta FosB homodimer activation | activation, % at 25 µM | purified delta FosB, TAMRA-CDK5 oligo fluorescence polarization; percent of positive-control signal above neutral wells | 0.99% of 340,000 active | AID 493131;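 active = mean activation above about 17%, with every replicate also reaching it, limit read from the data, passing the limit was not always enough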;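 also: fluorescence polarization rise as delta FosB binds a TAMRA Cdk5 AP-1 oligo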
Target sequence (P13346 whole entry, looked up): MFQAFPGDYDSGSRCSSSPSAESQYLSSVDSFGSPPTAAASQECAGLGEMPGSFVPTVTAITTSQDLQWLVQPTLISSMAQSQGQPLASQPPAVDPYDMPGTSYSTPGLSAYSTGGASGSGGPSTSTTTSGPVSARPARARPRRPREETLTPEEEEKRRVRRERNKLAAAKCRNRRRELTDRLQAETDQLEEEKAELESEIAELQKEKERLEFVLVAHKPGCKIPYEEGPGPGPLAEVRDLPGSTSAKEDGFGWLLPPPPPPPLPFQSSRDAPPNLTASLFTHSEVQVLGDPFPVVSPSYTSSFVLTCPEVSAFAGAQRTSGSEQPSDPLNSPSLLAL
NSD2 HMT inh – NSD2 (human) methyltransferase inhibition; 0.54% of 310,000 active; O96028; inhibition, % at 12.5 µM; NSD2 peptide methylation, AlphaScreen, 120 min; in the data active = inhibition above about 50%
MITF TRPM1 HTS – increases MITF-driven TRPM1 promoter luciferase signal | SK-MEL-5 TRPM1-promoter luciferase, 24 h; % of positive control, neutral wells = 0 | activation, % at 12.5 µM | 0.75% of 300,000 active;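 active = mean activation of at least 80% with every replicate also reaching 80%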;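 also: 0% = neutral control wells and 100% = parthenolide positive control wells; values of inactives mirror those of a sister screen read the other way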
Mot1-301 SUMO – SUMOylation pathway inhibition by Mot1-301 growth rescue; growth rescue, % at 18.8 µM; S. cerevisiae Mot1-301 growth rescue, ATP luminescence, 38.5C; percent above DMSO median, 100 means doubled; 1% of 320,000 active;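 active = every valid replicate shows activation above 250% relative to neutral control wells; inactive = the rest, any valid replicate at or below 250%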;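 also: OY570 slx delta 5 strain wells were the positive control but not used for scaling; some compounds called inactive have numbers as strong as hits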
PKA-R2B activ – PKA-R2B complex activation; P22694+P31323; PKA-R2B holoenzyme dissociation, Cy5-IP20 fluorescence polarization; R2B truncated from residue 108, S112A mutant; 0% DMSO only, 100% 113 µM cGMP; activation, % at 11.4 µM; 0.079% of 340,000 active;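 active = activation above a cutoff set at the mean over all compounds plus 3 SD, cut at about 18% in these data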;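 also: higher means more holoenzyme dissociation and a rise in polarization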
Arr AP2 block – inhibitors of human beta-arrestin and AP2 interaction; FITC-arrestin peptide / GST-AP2 beads, flow cytometry; AP2 beta2 appendage carries R879A mutation; inhibition, % at 10 µM; 0.31% of 340,000 active; AID 504490;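 active = inhibition above a set limit, near 3 SD of compounds lacking own fluorescence, cut at about 54% in these data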;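 also: plate controls were DMSO wells for no effect and 5 µM unlabelled arrestin peptide for full effect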
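System: GST-tagged AP2 beta2-adaptin appendage (R879A) on 4 µm glutathione beads / Reagent: FITC-arrestin peptide, 50 nM / Detection: HyperCyt-sampled flow cytometry, FL1 channel, ex 488/em 535 nm / Timing: 12 min plus 1 h, RT / Buffer or medium: PBS plus Tween 20 (0.05%) and BSA (0.1%)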
PKA-R1A act – PKA-R1A complex activation; P00514+P68181; PKA-R1A dissociation, Cy5-IP20 fluorescence polarization; scaled: DMSO 0%, 113 µM cGMP 100%; activation, % at 11.4 µM; 0.083% of 340,000 active; AID 504707;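 active = percent activation above the mean of all tested compounds plus 3 SD, cut at about 19% in these data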;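 also: higher means more PKAc released from R1A so a rise in polarization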
DSG3 Ab inh – blocks pemphigus antibody binding to human desmoglein-3. binding (percent of control), % at 10 µM. DSG3-coupled beads, scFv-anti-DSG3-GFP binding, flow cytometry; stronger effect = lower value. 0.48% of 310,000 active;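 active = binding more than 3 SD below its plate's average and above zero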;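 also: hits lower antibody fragment binding to DSG3; some compounds called inactive have numbers as strong as hits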
* marks the source's active call; other numbers are inactive results; x = no result given.

SMILES	SR-BI uptake up	CDK5 inh	SR-BI HDL uptake	dFosB act	NSD2 HMT inh	MITF TRPM1 HTS	Mot1-301 SUMO	PKA-R2B activ	Arr AP2 block	PKA-R1A act	DSG3 Ab inh
O=C1CCN(S(=O)(=O)c2cccs2)c2ccc(C(F)(F)F)cc2N1	18	-0.3	-18	1	-1	0	-16	-3	2	-8	98
NC(Cc1ccccc1)C(O)(c1ccccc1)c1ccccc1 (configuration not stated)	24	0.3	-24	-11	-3	6	-23	0	-1	4	93
CCOc1ccc(N=Nc2ccc(O)c3ncccc23)cc1	-28	-0.1	28	-7	0	-67	-13	6	35	-1	89
COc1cc2c(cc1OC)C(C)N(C(=O)C1COc3ccccc3O1)CC2 (configuration not stated)	20	0.2	-20	-5	2	-15	755*	0	-11	-1	110
COC(=O)[C@@H](NC(=O)Nc1cc(Cl)ccc1C)C(C)C	-1	-1.1	1	-10	-1	-6	1	12	4	-5	100
COc1cc(C(=S)N2CCOCC2)ccc1OC(=O)c1cc([N+](=O)[O-])c(C)c([N+](=O)[O-])c1	x	-0.8	x	-5	-1	23	-16	-2	-5	-6	99
CC(C)(C)n1nc2c(c1NC(=O)c1cccc(C(F)(F)F)c1)CS(=O)C2 (configuration not stated)	x	-0.1	x	1	0	-12	19	-6	12	5	107
O=S(=O)(NCC1CCCO1)c1ccc(-c2ccc(S(=O)(=O)NCC3CCCO3)cc2)cc1 (configuration not stated)	-22	0.1	22	-8	-5	-21	8	7	6	-4	92
O=C(NCCCN1CCCC1=O)c1cc2nc(-c3ccco3)cc(C(F)(F)F)n2n1	-11	0.3	11	-9	3	3	-1	-8	-9	7	106
CCOc1ccc(OCCC(=O)OCC(=O)NCCc2ccc(S(N)(=O)=O)cc2)cc1	-25	-1.5	25	0	1	3	-7	0	1	1	x
CCC(=Cc1ccccc1OC)c1ccncc1	-13	0.1	13	-5	-1	0	x	-4	-7	-15	95
Cc1ccc(S(=O)(=O)N(CC(=O)N2CCN(c3ccccc3F)CC2)C2CCCCC2)cc1	14	-2.1	-14	-3	0	-4	798	-1	-1	-5	100
COc1cc(OC)c(C(=O)NCc2ccco2)cc1OC	-2	1.8	2	0	1	x	-5	5	-13	-1	120
CCOC(=O)C1=CNS(=O)(=O)NC1c1ccc(C(F)(F)F)cc1 (configuration not stated)	21	1.2	-21	-8	x	4	x	-1	11	4	101
CSc1nc(C)cc(Oc2ccc(OCCOc3ccccc3)nn2)n1	9	x	-9	-6	-4	12	-21	2	8	-1	x
CN1CCCC(OC(=O)/C(C#N)=C/c2ccccc2)C1 (configuration not stated)	9	-1.9	-9	12	-1	-3	-2	-2	15	-9	96
Cc1cc(C)cc(OCC(=O)Nc2nc3ccc([N+](=O)[O-])cc3s2)c1	-4	1.3	4	-4	-4	9	-1	-8	17	8	103
CCOc1ccc(OCCC(=O)OCC(=O)N2CCN(S(=O)(=O)c3ccc(C)cc3C)CC2)cc1	9	-0.9	-9	-21	-4	1	x	7	-10	-9	96
Cc1cc(-c2ccc(Cl)cc2)oc(=O)c1NC(=O)c1ccccc1	-18	-4.4	18	-6	-2	20	-5	-7	-6	-9	108
COc1cccc(C(=O)N2CCC(CCC(=O)Nc3cccc(C)c3)CC2)c1	-9	-1.6	9	-4	3	-17	4	0	-2	5	x
COc1cc2c(cc1NC(=O)c1ccc(C)c([N+](=O)[O-])c1)oc1ccccc12	-43	-0.3	43	4	-1	13	7	11	41	0	99
Cc1occc1-c1nnc(SCC(=O)Nc2nccs2)n1Cc1ccco1	-1	-1.9	1	-5	8	-10	3	0	7	4	x
NC(=O)c1cc2ccccc2o/c1=N\NC(=O)c1ccncc1	6	-0.7	-6	-20	5	-9	-4	4	-3	1	99
COC(=O)CSc1cc(SCC(=O)OC)c(C#N)c(SCC(=O)OC)c1	x	-0.2	x	-11	3	6	-4	8	-5	8	96
COc1ccc(CCNC(=O)Cn2nnc(-c3ccc(OC)c(OC)c3)n2)cc1OC	-20	-0.2	20	3	-3	1	x	-1	-21	-2	111
CC(C)[C@H](NC(=O)c1ccc(Cl)cc1Cl)C(=O)OCc1nc2ccsc2c(=O)[nH]1	1	0.1	-1	-12	-1	8	x	-1	-6	0	103
CC1=C(/C=N/Nc2ccc([N+](=O)[O-])cc2[N+](=O)[O-])C(C)(C)CCC1	4	0.6	-4	-7	0	4	-5	-10	19	-6	105
COc1cc(C(=O)OCC(=O)NCc2ccco2)cc(OC)c1OC	-16	0.2	16	0	0	-15	4	1	-12	2	x
Oc1ccc(Nc2nc(-c3ccc(O)cc3)cs2)cc1	-1	-8.2	1	-1	9	15	6	1	5	-4	99
CCOc1ncccc1C(=O)OCC(=O)Nc1ccc(C(N)=O)cc1	x	-1.8	x	-6	-1	13	-19	-9	7	2	99
C=CCn1c(SC(C)C(=O)NCc2ccc3c(c2)OCO3)nc2scc(-c3ccccc3)c2c1=O (configuration not stated)	-10	1.1	10	11	-1	-4	-6	-4	28	3	99
COc1ccccc1C(=O)Nc1ccc(S(=O)(=O)N2CCCC2)cc1	-30	-1.1	30	-20	1	0	-5	-2	47	-10	x
O=c1[nH]c(C2CCCN(S(=O)(=O)c3cccc(Cl)c3)C2)nc2c1nnn2Cc1ccc2c(c1)OCCO2 (configuration not stated)	-5	0.0	5	-16	-3	18	-14	-4	8	-8	77
COc1ccc(C(=O)Nc2cc(Cl)cc(Cl)c2)c(OC)n1	18	-0.2	-18	-3	-2	43	12	2	6	-6	99
CC(=O)c1cc(C#N)c(N2CCN(c3ccccc3)CC2)nc1C	-9	-0.5	9	-4	-2	32	-14	-2	8	2	108
CN(C)S(=O)(=O)Nc1ccc(Oc2ccccc2)cc1	-7	0.5	7	-4	x	-10	13	-6	-12	-3	98

Gathered by group: the entries above with an NH in an aromatic ring
SMILES	SR-BI uptake up	CDK5 inh	SR-BI HDL uptake	dFosB act	NSD2 HMT inh	MITF TRPM1 HTS	Mot1-301 SUMO	PKA-R2B activ	Arr AP2 block	PKA-R1A act	DSG3 Ab inh
CC(C)[C@H](NC(=O)c1ccc(Cl)cc1Cl)C(=O)OCc1nc2ccsc2c(=O)[nH]1	1	0.1	-1	-12	-1	8	x	-1	-6	0	103
O=c1[nH]c(C2CCCN(S(=O)(=O)c3cccc(Cl)c3)C2)nc2c1nnn2Cc1ccc2c(c1)OCCO2 (configuration not stated)	-5	0.0	5	-16	-3	18	-14	-4	8	-8	77

(continued)
SMILES	SR-BI uptake up	CDK5 inh	SR-BI HDL uptake	dFosB act	NSD2 HMT inh	MITF TRPM1 HTS	Mot1-301 SUMO	PKA-R2B activ	Arr AP2 block	PKA-R1A act	DSG3 Ab inh
CC1Cc2ccccc2N1S(=O)(=O)c1ccc2c(c1)n(C)c(=O)c(=O)n2C (configuration not stated)	-1	-6.1	1	5	-3	x	43	-5	-2	-14	101
Cc1cc(C)n(/N=C/c2ccc(C(C)C)cc2)c(=O)c1C#N	18	0.7	-18	-11	3	0	-24	-1	16	10	98
Cc1ccc(NC(=O)CNCC2CCCCC2)cc1S(=O)(=O)N(C)C	-16	1.1	16	-8	x	0	-11	-2	13	-4	103
O=C(Cc1ccc(Cl)cc1)N1CCOCC1	x	-3.1	x	0	-2	0	52	10	2	-3	114
COc1ccc(Cl)cc1NC(=O)CN(C)CC(=O)NC(C)c1ccccc1 (configuration not stated)	-28	-1.5	28	2	2	-4	-8	-3	1	-2	103
CCOc1ccc(N2CC(C(=O)Nc3c(C)n(C)n(-c4ccccc4)c3=O)CC2=O)cc1 (configuration not stated)	5	0.7	-5	-1	1	-7	x	-8	-8	-2	x
COCCCn1c(=O)cc(C)[nH]c1=S	40	-1.0	-40	-6	-4	-5	4	-1	20	5	113
N#CCc1c(C#N)c(N)nc(N2CCCC(O)C2)c1C#N (configuration not stated)	23	-3.0	-23	11	19	0	-2	-9	5	-7	104
CSc1nsc(SCC(=O)Nc2cc(C(=O)O)ccc2C)n1	-16	0.2	16	12	-3	6	7	4	45	-2	100
O=C(NCc1ccncc1)c1ccc(Br)o1	15	1.3	-15	-8	0	-9	-10	1	22	3	104
CCOC(=O)C1CC(=O)c2cc(OC)c(OC)cc2C1 (configuration not stated)	-1	-0.3	1	-4	-1	4	7	-1	5	-5	102
CCOC(=O)CN(C(=O)COc1nc(C)cc(C)c1C#N)c1ccc(F)cc1	-3	0.2	3	-5	2	1	-3	-2	-6	4	106
CCN1CCN(C(=O)CN(C)S(=O)(=O)c2ccc(OC)c(C)c2)CC1	6	1.0	-6	-6	2	1	20	-2	7	-2	107
CN(CCC#N)C(=S)Nc1ccc(F)cc1	5	-1.3	-5	-5	-1	x	-2	x	-5	x	97
C=CCn1c(=S)[nH]c2sc3c(c2c1=O)CCC3	14	-0.7	-14	-1	2	7	x	-6	1	-16	82
CCn1c(NCc2cc(Cl)ccc2O)nc2ccccc21	x	0.2	x	-9	-2	4	-14	-9	-5	-4	97
CCC(C)(C)NC(=O)C(c1ccc(O)cc1)N(Cc1ccco1)C(=O)CCC(=O)Nc1ccccn1 (configuration not stated)	x	0.8	x	-15	5	-9	222	-5	-5	5	117
O=C(NCc1cccnc1)c1cccnc1-c1nc2ccccc2s1	11	-0.3	-11	4	-2	-10	-10	8	30	-1	105
CSc1ccc(S(=O)(=O)NCC(=O)OCC(=O)NCCc2ccccc2)cc1[N+](=O)[O-]	25	1.9	-25	-8	5	-9	-9	-9	3	-2	102
COC(=O)c1ccc(N/C=C/C(=O)c2ccccc2)cc1	x	0.9	x	-6	-1	20	120	-8	14	-4	111
Cn1c(C(=O)N[C@@H](Cc2ccccc2)C(=O)NCCC(=O)O)cc2cc(Cl)ccc21	14	1.3	-14	-9	-1	-13	18	-5	11	-3	108
COc1ccc(N2CCN(C(=O)COC(=O)c3cccc(S(=O)(=O)Nc4ccccc4OC)c3)CC2)cc1	-49	-0.4	49	-3	-1	-18	-1	-8	4	1	107
O=C(CCCNc1ccccc1)N/N=C/c1cccs1	28	4.7	-28	-5	0	4	-12	-5	3	-11	99
CCOc1ccc(NC(=O)CCC(=O)N/N=C2\CCCc3ccccc32)cc1	18	1.1	-18	-4	0	-2	1	-5	2	-6	x
